High-throughput results: PubChem, National Center for Advancing Translational Sciences (NCATS)
BRCT inh red = disrupts BRCA1 BRCT binding to phosphoprotein, red fluorophore readout | BRCT-phosphopeptide binding, red fluorescence polarization | Potency, µM (doses to about 76.9 µM), without a hit: top-dose activity change, negative = inhibition, actives largely listed as inhibitors | actives 0.03% (n = 75,000) | AID 892; also: % is scaled to controls: 0 for no effect and ±100 for the full control effect
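Fluorescence polarization: 100 nM His-tagged BRCA1 BRCT with 100 nM TAMRA-labelled phospho-BACH1 decapeptide, phosphate buffer pH 7.3 with 150 mM NaCl, DTT, 0.01% Tween 20; 12 min RT. Binding inhibition seen as FP decrease.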
HADH2 inhib = blocks human hydroxyacyl-CoA dehydrogenase type II. recombinant HADH2, NADH fluorescence, beta-hydroxybutyryl-CoA. Potency, µM (highest dose often 57.1 µM), for the others: at the top dose activity change, negative = inhibition, most hits filed as inhibitors. actives 3.4% (n = 73,000). AID 886; also: potency is read from the fitted curve at half-maximal effect; % is scaled to controls: 0 for no effect and ±100 for the full control effect; nearly all actives have a fitted effect of over 60% in size; many of its hits are not listed in these tables
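His-tagged recombinant enzyme from E. coli, 20 nM, preincubated 15 min RT with compound; reaction started with 1 mM NAD+ and 90 uM beta-hydroxybutyryl-CoA in 100 mM Tris-HCl pH 9.0. NADH fluorescence (ex 360/em 450) read over 4 min; last-minus-first difference.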
HEK293 cAMP ctrl = parental HEK293 cAMP activation (counter-screen); actives 2.5% (n = 73,000); Potency, µM (top dose mostly 57.1 µM), without a hit: at the highest dose activation, hits mostly activators; AID 938; parental HEK293 CNG cAMP sensor, membrane potential fluorescence; also: potency is read from the fitted curve at half-maximal effect; % of control where 0% means no effect; nearly all actives have a fitted effect of over 55% in size
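Counterscreen for endogenous-receptor signalling: CNG-channel HEK 293 cells report cAMP rise by membrane depolarization. After 60 min dye equilibration with 100 uM RO 20-1724, compounds incubated 30 min before bottom-read fluorescence at 590 nm.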
Caspase-1 inhib = blocks human caspase-1 allosterically or competitively | Potency, µM (series often up to 57.5 µM), for the others: at the highest dose activity change, negative = inhibition, most hits filed as inhibitors | P29466 | Caspase-1 enzyme, Ac-WEHD-AFC fluorogenic rate | actives 0.03% (n = 75,000);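 also: potency is read from the fitted curve at half-maximal effect; plate controls were vehicle for no effect and no substrate for full effect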
Target sequence (P29466 120-297 limits assumed): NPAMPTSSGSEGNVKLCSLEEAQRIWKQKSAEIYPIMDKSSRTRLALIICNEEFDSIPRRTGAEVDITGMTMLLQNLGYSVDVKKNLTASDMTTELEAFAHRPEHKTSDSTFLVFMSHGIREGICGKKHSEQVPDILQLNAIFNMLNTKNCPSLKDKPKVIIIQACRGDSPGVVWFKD
Target sequence (P29466 317-404 limits assumed): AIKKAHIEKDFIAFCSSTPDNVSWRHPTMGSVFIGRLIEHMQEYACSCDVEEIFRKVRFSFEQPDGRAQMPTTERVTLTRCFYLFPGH
USP2a inh = inhibitors of human ubiquitin-specific protease USP2a; O75604; USP2a enzymatic assay, qHTS inhibition; Potency, µM (series often up to 38.3 µM), for the others: at the top dose activity change, negative = inhibition, actives largely listed as inhibitors; actives 0.1% (n = 60,000);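 also: potency is read from the fitted curve at half-maximal effect; nearly all actives have a fitted effect of over 60% in size; plate controls were DMSO for no effect and NEM full inhibition control for full effect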
Target sequence (O75604 whole entry, looked up): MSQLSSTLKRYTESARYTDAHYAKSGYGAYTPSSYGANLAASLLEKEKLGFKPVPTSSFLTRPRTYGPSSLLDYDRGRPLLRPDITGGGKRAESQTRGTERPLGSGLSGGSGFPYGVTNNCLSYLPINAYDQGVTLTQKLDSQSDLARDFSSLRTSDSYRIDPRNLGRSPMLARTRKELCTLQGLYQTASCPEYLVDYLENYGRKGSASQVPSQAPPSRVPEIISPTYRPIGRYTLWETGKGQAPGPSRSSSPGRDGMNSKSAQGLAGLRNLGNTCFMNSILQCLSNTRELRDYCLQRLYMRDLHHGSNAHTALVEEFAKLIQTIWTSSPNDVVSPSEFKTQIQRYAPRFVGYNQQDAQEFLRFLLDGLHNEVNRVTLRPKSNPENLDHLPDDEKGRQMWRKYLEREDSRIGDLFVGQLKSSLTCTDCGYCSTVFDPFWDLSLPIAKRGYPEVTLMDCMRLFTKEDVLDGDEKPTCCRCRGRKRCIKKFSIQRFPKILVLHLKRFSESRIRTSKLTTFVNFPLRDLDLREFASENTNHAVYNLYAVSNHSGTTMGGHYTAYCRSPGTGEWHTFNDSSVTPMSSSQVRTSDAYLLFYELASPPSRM
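20 nM USP2 core + cpd, 30 min RT; add 20 nM Ub-PLA2/20 uM NBD C6-HPC; read Ex460/Em535 at 0 h and 2.5 h. Normalized to NEM; qHTS curve fit/classification.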
DNA Pol III inh = DNA polymerase III holoenzyme inhibition | reconstituted DNA polymerase III holoenzyme replication, biochemical | actives 0.25% (n = 71,000) | AID 603 | Potency, µM (titrated, usually from 57.1 µM), without a hit: top-dose activity change, negative = inhibition; also: potency is read from the fitted curve at half-maximal effect; % is scaled to controls: 0 for no effect and ±100 for the full control effect
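Reconstituted *E. coli* holoenzyme (0.35 nM Pol III, 1 nM beta, 154 nM SSB, 2 nM primase) was preincubated with compound for 15 min at RT. Synthesis on 1.4 nM ssM13Gori ran 35 min, then was stopped with PicoGreen/EDTA and read as dsDNA fluorescence.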
Rhodamine autofl = compound fluoresces in the rhodamine spectral region | Rhodamine-region fluorescence, 547/598 nm, Tris buffer; active compounds read high | max dye-equivalent concentration, M | actives 0.05% (n = 59,000) | AID 594; in the data active = max dye-equivalent concentration above about 11 nM; inconclusive = between about 1.1 nM and that limit
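Compounds in 100 mM Tris buffer, pH 8.0, were incubated 15 min at room temperature, then read at 547 nm excitation and 598 nm emission. Fluorescence was normalized against a per-plate six-point rhodamine standard curve as dye-equivalent concentration.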
Tau fil binding = binders of human tau filaments | P10636 | recombinant tau filaments, thioflavin S fluorescence, 15 h; filaments grown with octadecylsulfate alongside compound | Potency, µM (titrated, usually from 57.1 µM), without a hit: at the highest dose activity change, negative = inhibition | actives 2% (n = 71,000) | AID 596;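 also: potency is read from the fitted curve at half-maximal effect; % is scaled to controls: 0 for no effect and ±100 for the full control effect; actives lower thioflavin S fluorescence by blocking filaments or displacing dye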
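Recombinant tau protein (human, 1 uM final) plus 30 uM ODS in HEPES pH 7.4 with NaCl, DTT and thioflavine S. Compound present from the start; fluorescence at 510 nm after 15 h, 37 C.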
15-hLO inh = blocks human 15-lipoxygenase activity | purified 15hLO-1, xylenol orange hydroperoxide absorbance | Potency, µM (titrated, usually from 57.1 µM), without a hit: at the top dose activity change, negative = inhibition, most hits filed as inhibitors | actives 1.4% (n = 74,000); also: potency is read from the fitted curve at half-maximal effect; % is scaled to controls: 0 for no effect and ±100 for the full control effect; nearly all actives have a fitted effect of over 55% in size
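Purified human 15hLO-1 (40 nM final) in 25 mM Hepes pH 7.5, 0.01% Triton X-100 was preincubated with compound 15 min at room temperature, then reacted 6 min with 50 uM arachidonic acid; hydroperoxide detected by Fe-XO, 573/405 nm absorbance ratio.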
BRCT PPI green = BRCA1 BRCT-phosphoprotein interaction inhibition. BRCA1 BRCT-phosphopeptide binding, green fluorescence polarization. AID 875. actives 0.05% (n = 75,000). P38398. Potency, µM (doses to about 76.9 µM), for inactives: at the highest dose activity change, negative = inhibition, hits mostly inhibitors;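 also: potency is read from the fitted curve at half-maximal effect; plate controls were peptide without protein for full effect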
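Fluorescence polarization: His-tagged BRCT (~35 kDa BRCA1 C-terminus, 250 nM) bound to 100 nM fluorescein-labeled phosphorylated 10-aa BACH1 peptide, pH 7.3 phosphate buffer with DTT and Tween 20. Compounds incubated 12 min at room temperature; inhibition read as lowered polarization.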
Casp7 inh = caspase-7 (human) inhibition, allosteric or competitive; P55210; recombinant caspase-7, Ac-DEVD-AFC fluorescence rate; Potency, µM (doses to about 57.5 µM), inactives show top-dose activity change, negative = inhibition, usual class: inhibitors; actives 0.02% (n = 75,000); AID 889; active = well fitted inhibition curve with a large enough effect in the main read-out, with a control signal flat, not every such curve was filed as active; inconclusive = small, poorly fitted or top-dose-only effect, or a change in a side signal; also: potency is read from the fitted curve at half-maximal effect; % of control where 0% means no effect
Starred values were filed as active, the others as inactive; i = inactive; u = inconclusive; x = no result given; [ ] = another dose, or the depositor's remark. Unless noted, calls follow the shape of the dose curve; as a rule, active = well fitted curve in the direction sought with a large enough effect; inconclusive = small, poorly fitted or top-dose-only effect, or another doubt; inactive = no such curve, though single readings can be large; an effect the other way counts as inactive or inconclusive. An excerpt; count on the stated rates, not on these rows.

Values run as follows: BRCT PPI green	Caspase-1 inhib	USP2a inh	Casp7 inh	HEK293 cAMP ctrl	HADH2 inhib	15-hLO inh	DNA Pol III inh	Rhodamine autofl	Tau fil binding	BRCT inh red
CC(=O)C(C)Oc1ccc2c3c(c(=O)oc2c1)CCCC3 (stereo not drawn)
→ 2.0%	-3%	-10%	0%	u	u	-2%	-4%	x	28%	-1.6%
CCCN1C(=O)C(O)(CC(=O)c2ccc3c(c2)OCCO3)c2ccccc21 (stereo not drawn)
→ 0.7%	0%	4%	1%	6%	-5%	3%	-2%	i	-10%	1.7%
CN(C)c1ccc(/C=N\NC(=O)c2cnc3ccccc3c2)cc1
→ 1.6%[15.4 µM]	-1%[11.5 µM]	x	0%[11.5 µM]	-3%[11.4 µM]	14%[11.4 µM]	0%[11.4 µM]	7%[11.4 µM]	i	-9%[11.4 µM]	-1.6%[15.4 µM]
Cc1noc(C)c1C(=O)OC(C(=O)NC1CCCC1)c1ccc(F)cc1 (stereo not drawn)
→ -4.4%	-1%	x	1%	u	-8%	19%	u	i	0%	-1.4%
CC1CCc2nn(CC(=O)N3CCCCCC3)cc2C1 (stereo not drawn)
→ -3.1%	-2%	x	-2%	4%	4%	-4%	-8%	x	-5%	-2.6%
COc1ccc(-n2c(C)cc(C(=O)Cn3nnc4ccccc4c3=O)c2C)cc1
→ 0.5%	1%	33%[activator]	0%	29%	-3%	-11%	-1%	i	-12%	0.7%
COC(=O)[C@](C)(N)Cc1ccc(O)cc1
→ -2.5%	0%	-2%	3%	u	12%	7%	0%	i	2%	-2.4%
COc1nc(C)ccc1-c1noc(-c2ccncc2)n1
→ 0.0%	0%	4%	-2%	5%	7%	6%	-5%	i	11%	0.3%
COCCNc1ccnc(-c2ccccc2CN(C)C)n1
→ 1.4%	-3%	-23%	1%	-10%	10%	1%	-4%	i	6%	-2.3%
Cc1ccnc(N2C(=O)c3ccccc3C2Nc2ccccc2Cl)c1 (stereo not drawn)
→ -3.6%	-4%	x	-3%	16%	13%	-4%	-5%	x	192%	-3.3%
COCCNC(=O)c1sc2ncn(CC(=O)N3CCCCC3)c(=O)c2c1C
→ -1.1%	-1%	3%	-1%	11%	4%	4%	3%	i	10%	-1.4%
CC(=O)Nc1ccc(S(=O)(=O)n2nc(-c3ccc(C)cc3)nc2N)cc1
→ -0.6%	0%	3%	-2%	-1%	0%	-2%	0%	i	48%	0.3%
CC(C)(C)N1C(=O)[C@H]2[C@H]3[C@H](O)[C@H](O)C/C(=N/NC(=O)OCc4ccccc4)[C@@H]3CC[C@@H]2C1=O
→ 0.2%[15.4 µM]	-1%[11.5 µM]	x	-1%[11.5 µM]	u	5%[11.4 µM]	1%[11.4 µM]	x	x	x	-1.1%[15.4 µM]
Cc1ccc(-c2nn3c(C)nnc3s2)cc1NC(=O)C(C)C
→ -0.5%	-2%	x	-1%	u	5%	3%	-3%	x	-6%	-2.0%
Cc1nc2ccc(C(=O)O)cc2c2c1CC(C)S2 (stereo not drawn)
→ 2.9%	-4%	u	-1%	0%	3.2µM*	-3%	-14%	i	1%	0.5%
COc1ccc(CCNC(=O)CN(C)S(=O)(=O)c2cccs2)cc1OC
→ 1.4%	-1%	-2%	-2%	3%	-2%	4%	3%	i	-2%	0.4%
C=CCN(CC(=O)NCc1ccc(OC)cc1)C(=O)c1csnn1
→ -1.6%	1%	-3%	-2%	-2%	-3%	4%	4%	i	-9%	-0.2%
CCNc1nnc(-c2ccc(C)cc2)o1
→ -1.7%	2%	-6%	0%	18%	-13%	1%	0%	i	6%	-0.4%
Cc1nc(SCC(=O)OCc2ccccc2)c2c(=O)n(C)c(=O)n(C)c2n1
→ 0.6%	2%	x	1%	-2%	-4%	-6%	0%	x	207%	-2.2%
Cc1cc(Nc2cccc(C)c2C)n2ncnc2n1
→ -2.1%	-1%	x	-1%	2%	3%	4%	0%	x	19%	-2.4%
Cc1ccc(CN2C(=O)CCC2C(=O)NCCCN2CCCC(C)C2)cc1 (stereo not drawn)
→ -0.8%	-1%	8%	-1%	4%	1%	-2%	0%	i	17%	0.9%
O=C(NC1CCc2ccccc21)C1CCN(S(=O)(=O)c2ccc(-n3cnnn3)cc2)CC1 (stereo not drawn)
→ -1.2%	1%	120%[activator]	-2%	-3%	10%	5%	-2%	i	-1%	-0.4%
COc1ccccc1NC(=O)c1cc(Sc2nncn2C)nc2ccccc12
→ 2.3%	-1%	5%	0%	3%	6%	-3%	-4%	i	-7%	-1.4%
COc1cc(C)c(S(=O)(=O)N2CCOCC2)cc1C(C)C
→ -1.1%	0%	-1%	0%	8%	-3%	-1%	0%	i	-5%	0.9%
CCCOC(=O)c1ccc(NC(=O)C2C3C=CC(O3)C2C(=O)O)cc1 (stereo not drawn)
→ -2.9%	-2%	-1%	1%	5%	-10%	-19%	-4%	x	-7%	-1.0%
O=S(=O)(/C=C/c1ccccc1)Nc1ccc(N2CCOCC2)cc1
→ -2.5%	-3%	7%	0%	16%	-4%	u	6%	x	25µM*	-0.4%
CCn1c(SCC(=O)N2CCN(c3ccccc3F)CC2)nnc1-c1ccoc1C
→ -0.7%	1%	3%	-1%	48%	-10%	2%	-4%	i	4%	-0.8%
Cc1cc(N2CCOCC2)nc2ccc(NC(=O)C3CCC(C)CC3)cc12 (stereo not drawn)
→ -0.3%	-2%	21%	-2%	26%	u	-2%	-7%	i	-1%	1.1%
O=C(OCCCCN1C(=O)c2ccccc2C1=O)c1ccc(S(=O)(=O)N2CCCC2)cc1
→ -4.2%	1%	3%	-1%	11%	10%	8%	1%	i	-3%	-4.2%
Cc1cc(C)n(-c2nc3ccccc3nc2Nc2ccc3[nH]c(=O)[nH]c3c2)n1
→ 23%	u	7%	-25%	-47%[inhibitor]	7%	-13%	6%	i	1.3µM*	-1.0%

The final 5 records of the section above open the next one:
Values run as follows: BRCT PPI green	Caspase-1 inhib	USP2a inh	Casp7 inh	HEK293 cAMP ctrl	HADH2 inhib	15-hLO inh	DNA Pol III inh	Rhodamine autofl	Tau fil binding	BRCT inh red
O=S(=O)(/C=C/c1ccccc1)Nc1ccc(N2CCOCC2)cc1
→ -2.5%	-3%	7%	0%	16%	-4%	u	6%	x	25µM*	-0.4%
CCn1c(SCC(=O)N2CCN(c3ccccc3F)CC2)nnc1-c1ccoc1C
→ -0.7%	1%	3%	-1%	48%	-10%	2%	-4%	i	4%	-0.8%
Cc1cc(N2CCOCC2)nc2ccc(NC(=O)C3CCC(C)CC3)cc12 (stereo not drawn)
→ -0.3%	-2%	21%	-2%	26%	u	-2%	-7%	i	-1%	1.1%
O=C(OCCCCN1C(=O)c2ccccc2C1=O)c1ccc(S(=O)(=O)N2CCCC2)cc1
→ -4.2%	1%	3%	-1%	11%	10%	8%	1%	i	-3%	-4.2%
Cc1cc(C)n(-c2nc3ccccc3nc2Nc2ccc3[nH]c(=O)[nH]c3c2)n1
→ 23%	u	7%	-25%	-47%[inhibitor]	7%	-13%	6%	i	1.3µM*	-1.0%
O=C(CSc1ncn[nH]1)Nc1nnc(-c2ccccc2)s1
→ 0.2%	0%	x	0%	-1%	-18%	6%	1%	x	9%	1.3%
OC1CCN(c2ncnc3nc[nH]c23)CC1
→ -0.5%	2%	x	2%	13%	3%	-4%	2%	x	144%	-0.5%
Cc1cc(NCCCN2CCOCC2)n2ncc(-c3ccc(Cl)cc3)c2n1
→ -1.4%	-4%	37%[activator]	-1%	-14%	32µM*	-10%	-7%	i	58%	1.1%
COc1ccc(C(O)C(CN2CCOCC2)c2ccccc2)cc1F (stereo not drawn)
→ 0.3%	-1%	x	1%	6%	9%	-3%	4%	i	-4%	-0.1%
C/C=C(\C)CN1CCN(c2ccccc2F)CC1
→ 0.4%	-2%	5%	1%	9%	2%	-9%	2%	i	2%	-0.1%
COCCNC(=O)C(C)OC(=O)c1nsc(Cl)c1Cl (stereo not drawn)
→ 0.3%	4%	3%	-1%	-5%	-1%	9%	-4%	i	-8%	0.6%
CC(CSc1nc2ccccc2s1)Cn1c(N2CCCC2)nc2c1c(=O)[nH]c(=O)n2C (stereo not drawn)
→ -3.7%	2%	24%	-1%	-7%	7%	1%	-1%	i	-4%	0.1%
